Dengue-2 NS5 capping: Dengue-2 NS5 methyltransferase inhibitors, primary screen, biochemical, confirmation dose response (AID 588689). Genome polyprotein (Dengue virus type 2 (strain 16681-PDK53)). Dengue-2 NS5 methyltransferase capping enzyme assay, biochemical; higher % means a stronger effect. inhibition, % at 25 µM, or IC50 in µM where a hit was titrated. actives 0.3% (n = 340,000); in the data active = a potency from the dose series; inconclusive = inhibition above about 29% without an active follow-up result
UTI89 phage lysis: inhibition of K1F phage lysis, E. coli UTI89, bacterial capsule biogenesis inhibitors, alamar blue (AID 488966) | actives 0.02% (n = 340,000) | one-dose inhibition, % at 100 µM; IC50 in µM for titrated hits | E. coli UTI89 K1F phage lysis, alamar blue, 2 h; higher % means a stronger effect;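 active = phage lysis inhibition, versus mean bacterial control, above a set limit; inconclusive = no clear call, values can overlap the other calls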;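 note: capsule biogenesis inhibitors block K1F phage lysis so surviving cells raise fluorescence; higher fluorescence means more inhibition of phage lysis; actives were called in the ten point dose series up to 300 µM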
PhoP inhibition: inhibitors of PhoP regulon expression, primary screen, Salmonella Typhimurium, GFP reporter (AID 1863) | actives 0.16% (n = 300,000) | S. Typhimurium PhoP-regulated promoter GFP reporter, 4 h; higher % means a stronger effect | inhibition, % at 50 µM; hits with a dose series show IC50 in µM;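 active = inhibition over 29.93%, a cutoff 3 SD above the screen mean, later confirmed by dose response; inconclusive = inhibition over 29.93% but no dose response follow-up; inactive = inhibition at most 29.93% or unconfirmed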;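 note: 0% = low Mg2+ inducing control and 100% = high Mg2+ repressing control; strong numbers were not always called active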
T cell modulator: modulators of CD8 T cell-vesicle binding, primary screen, mouse 2C CD8+ T cells, flow cytometry; 2C CD8+ T cell-vesicle binding; hits give low values; calls only at 7 µM; actives 0.068% (n = 330,000); AID 2052, 2009;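 active = response, share of CD8 T cells binding vesicles, and their 90th percentile fluorescence all below set limits, cut at about 80% in these data, passing the limit was not always enough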
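Test system: purified 2C TCR transgenic mouse naive CD8+ T cells. Probe or stimulus: QL9-peptide-loaded Drosophila micro-vesicles bearing Ld, ICAM-1 and B7-1. Incubation: binding step 1.5 h, 37 °C, antibody labelling 20 min, ice. Measured by: flow cytometry of vesicle-bound cells.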
Large T inhibition: SV40 large T antigen inhibitors, biochemical (AID 1903); actives 0.39% (n = 310,000); inhibition, % at 20 µM, or IC50 in µM where a hit was titrated; SV40 large T antigen ATPase/helicase inhibition assay; higher % means a stronger effect; in the data active = a potency from the dose series; inconclusive = inhibition mostly from about 32% at the one dose, without a potency; inactive = the rest, 99 in 100 with inhibition below about 32%; note: strong numbers were not always called active
NTR1 agonist: agonists of NTR1, primary screen, imaging, U2OS cells, beta-arrestin-GFP, high content (AID 493036) | Neurotensin receptor type 1 (Homo sapiens), P30989 | NTR1-U2OS beta-arrestin-GFP spot imaging, agonist mode | activation, % at 20 µM | actives 0.17% (n = 330,000);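 active = activation at or above 40% of the spot to cytoplasm intensity ratio, with at least 20 cells analyzed; inconclusive = wells under 20 cells, flagged as cytotoxic or low count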;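 note: 0% = DMSO without peptide and 100% = 100 nM NTR1 peptide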
Target sequence (P30989 whole entry, looked up): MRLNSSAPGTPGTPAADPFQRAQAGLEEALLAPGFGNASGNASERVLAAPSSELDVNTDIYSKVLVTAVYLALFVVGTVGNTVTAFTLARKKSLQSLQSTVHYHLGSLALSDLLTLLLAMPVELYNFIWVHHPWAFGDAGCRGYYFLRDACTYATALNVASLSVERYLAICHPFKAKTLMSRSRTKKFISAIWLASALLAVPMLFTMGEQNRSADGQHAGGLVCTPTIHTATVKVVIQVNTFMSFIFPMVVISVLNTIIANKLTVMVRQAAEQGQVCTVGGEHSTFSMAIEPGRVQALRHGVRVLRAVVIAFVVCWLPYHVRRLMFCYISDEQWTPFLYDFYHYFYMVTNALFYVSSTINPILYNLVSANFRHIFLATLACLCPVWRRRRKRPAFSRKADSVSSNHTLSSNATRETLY
MgcRacGAP inhibition: MgcRacGAP GTPase-activating activity inhibitors, confirmation, biochemical, ADP Hunter fluorescence; Rac GTPase-activating protein 1 (Homo sapiens); MgcRacGAP-stimulated Rac1 GTP hydrolysis, ADP Hunter fluorescence; higher % means a stronger effect; GST-tagged Rac1 F28L mutant substrate; one-dose inhibition, % at 30 µM; IC50 in µM for titrated hits; actives 0.6% (n = 340,000);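 active = first-screen hits whose inhibition reached a set limit at any dose in the follow-up dose series; inconclusive = inhibition above the set first-screen limit but never retested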;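 note: fluorescence reports GDP produced by GAP-driven GTP hydrolysis; strong numbers were not always called active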
RSV CPE inhibition: RSV antiviral activity via CPE protection, HEp-2 cells, primary 10 µM value included (AID 2391). HEp-2 cells, RSV-induced CPE inhibition; higher % means a stronger effect. CPE inhibition, % at 10 µM; hits with a dose series show IC50 in µM. actives 0.13% (n = 310,000); in the data active = a potency from the dose series; inconclusive = CPE inhibition mostly from about 23% at the one dose, without a potency; inactive = the rest, 99 in 100 with CPE inhibition below about 21%; note: strong numbers were not always called active
West Nile virus CPE: West Nile virus antiviral activity, cell-based, CPE readout (AID 1621). actives 0.02% (n = 290,000). West Nile virus-infected cells, CPE inhibition; higher % means a stronger effect. one-dose CPE inhibition, % at 10 µM; IC50 in µM for titrated hits; in the data active = a potency from the dose series; inconclusive = CPE inhibition mostly from about 3.7% at the one dose, without a potency; inactive = the rest, 99 in 100 with CPE inhibition below about 2.2%; note: strong numbers were not always called active
T cell modulator vesicle-bound %: recorded beside T cell modulator, whose call it bears; double positive events, %; measured here: CD8+ vesicle-bound cell fraction;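 binding gate set so that unloaded-vesicle control wells show 10% double positive cells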
NTR1 agonist cell count 20 µM: further read-out of NTR1 agonist, marked with its call; cell count; measured here: cell count, cytotoxicity flag
* hit, by the source's call; i = inactive; ? = inconclusive; . = not tested or not shown; [ ] = another dose, or the depositor's remark. An unsorted share of the library. Share with any hit: about 1.5%.

No.	SMILES	Dengue-2 NS5 capping	UTI89 phage lysis	PhoP inhibition	T cell modulator	T cell modulator vesicle-bound %	Large T inhibition	NTR1 agonist	NTR1 agonist cell count 20 µM	MgcRacGAP inhibition	RSV CPE inhibition	West Nile virus CPE
1	CCC(=O)N1c2ccc(S(=O)(=O)CCC(=O)Nc3ccc(OC)cc3OC)cc2CC1C (centres undefined)	-7.0%	-0.2%	5.9%	i	52.1	1.6%	0.7	49	5.7%	0.0%	-0.1%
2	CO/N=C(\C(=O)O)c1csc(NN=C(C)C)n1	-1.5%	0.0%	3.5%	i	52.6	19.9%	1.1	33	0.8%	0.1%	0.8%
3	COC(=O)[C@@]12CCCCN1[C@H](c1ccc(-c3ccccc3)cc1)[C@H]1C(=O)N(C)C(=O)[C@H]12	-4.8%	3.0%	7.8%	i	24.6	-0.3%	2.6	52	4.2%	1.4%	.
4	CCC(=O)Nc1cc2[nH]c(=O)cc(C)c2cc1C	3.8%	-0.4%	3.6%	i	10.9	3.1%	0.9	46	3.4%	0.7%	0.1%
5	COC(=O)c1nn(-c2ccc(-c3ccccc3)cc2)cc1O	2.7%	0.3%	-9.2%	i	52.5	1.5%	1.5	38	12.0%	6.3%	0.1%
6	O=C(COC(=O)c1ccc(Cl)nc1)Nc1ccc(N2CCCCC2)cc1	-1.6%	2.3%	.	i	40.0	.	1.5	43	5.0%	.	.
7	COc1ccc(S(=O)(=O)N2CCCC(C(=O)N3CCOCC3)C2)cc1Cl (centres undefined)	-1.0%	-0.1%	1.0%	i	70.5	9.3%	1.5	67	5.9%	0.8%	-0.5%
8	CCOc1cccc2cc(C(=O)OCC(=O)Nc3c(C)cccc3CC)c(=O)oc12	2.9%	1.1%[50 µM]	.	.	.	.	-1.1	44	0.8%	.	.
9	O=[N+]([O-])c1ccc(Cl)c(-c2ccc(/C=N/c3c(-c4ccco4)nc4ccccn34)o2)c1	9.6%	-0.3%	-4.4%	i	13.5	4.6%	5.8	87	5.1%	1.9%	.
10	O=C(NCC1CCCO1)c1ccccc1 (centres undefined)	3.9%	-0.1%	4.8%	i	29.4	-1.7%	-2.0	88	-0.1%	1.3%	1.4%
11	CC(Oc1ccc(-c2ccccc2)c(F)c1)c1ccn(S(=O)(=O)c2cccc3ccccc23)n1 (centres undefined)	-4.7%	0.1%	5.6%	i	24.2	2.2%	-0.3	81	4.2%	?	.
12	COCCN(C(=O)c1c(C)noc1C)c1c(N)n(CC(C)C)c(=O)[nH]c1=O	8.4%	1.0%[50 µM]	.	i	45.2	.	0.2	92	7.2%	1.7%	.
13	COc1ccc(CN2CCCC(CO)(Cc3ccc(F)cc3)C2)c(OC)c1OC (centres undefined)	-11.7%	-2.0%	-6.2%	i	27.9	6.0%	3.5	52	-10.1%	0.8%	-0.4%
14	Cc1cc(C)nc(SCc2nnc(SCC(=O)Nc3ncc(C)s3)n2Cc2ccco2)n1	-3.2%	-0.6%	-7.4%	i	35.2	6.7%	1.0	90	-2.8%	2.1%	-0.7%
15	N#Cc1ccsc1NC(=O)COC(=O)c1ccc(NC(N)=O)cc1	-2.3%	0.1%	-0.4%	i	31.1	1.9%	-0.8	59	4.2%	-0.3%	0.1%
16	CN1CCN(CCC(=O)Nc2ccccc2)CC1	5.0%	i	-0.3%	i	42.1	4.2%	-1.2	59	16.9%	0.7%	-0.1%
17	Cc1occc1-c1nnc(SCCCC(=O)c2ccc(F)cc2)n1C	-3.4%	0.3%	-1.4%	i	23.1	24.7%	-0.2	58	14.1%	-0.7%	-0.2%
18	COc1ccc(C(=O)OC(C)CN2CCOCC2)cc1OC (centres undefined)	-5.4%	0.4%	-12.3%	i	7.2	5.5%	3.0	40	1.9%	2.7%	0.4%
19	CCOc1c(C)cnc2c1c(=O)n(Cc1ccccc1Cl)c(=O)n2C	-1.8%	0.4%	-0.2%	i	35.1	9.5%	-0.6	42	9.6%	1.3%	-1.7%
20	COc1cccc(C2c3[nH]c4ccccc4c3C[C@H]3C(=O)N(c4ccccc4C(=O)N4CCC[C@H]4C(=O)O)C(=O)N23)c1 (some centres undefined)	5.1%	-1.9%	-10.1%	i	35.9	9.5%	-1.3	96	6.6%	2.4%	-0.7%
21	Cc1ccc(Nc2ncnc(-n3cccc3)n2)cc1Cl	-7.7%	-0.6%	-8.8%	i	27.5	10.0%	0.5	47	-1.2%	?	-0.6%
22	CC(NC(=O)C(=O)NCCc1c[nH]c2ccccc12)c1ccccc1 (centres undefined)	-7.2%	0.3%	-1.9%	i	64.0	3.6%	3.3	80	4.6%	0.0%	0.0%
23	COC(=O)C1=C(C)N(c2ccccc2)C(=S)NC1c1ccccc1C(F)(F)F (centres undefined)	-4.7%	0.0%	1.4%	i	27.0	14.9%	-0.2	40	-7.8%	3.5%	-1.6%
24	COc1ccc(C2C(C(=O)c3ccco3)=C(O)C(=O)N2CCc2ccccc2)cc1OC (centres undefined)	-2.4%	-1.3%	-12.3%	i	42.6	7.5%	0.6	62	7.7%	2.3%	0.1%
25	O=C(NN1C(=O)c2ccc3c4c(ccc(c24)C1=O)CC3)c1ccc(Br)cc1	-2.5%	0.2%	14.8%	i	35.1	12.2%	3.9	85	0.5%	3.3%	-0.2%
26	COc1ccc(CCNC(=O)c2n[nH]c3ccccc23)cc1	-7.0%	0.7%	2.3%	i	14.9	0.5%	1.1	29	-2.0%	0.8%	0.1%
27	O=C(NCCCN1CCCCC1)c1ccc2c(c1)NC(=O)C(N1CCOCC1)S2 (centres undefined)	-3.2%	3.7%	-3.8%	i	54.2	16.9%	-1.6	65	8.5%	-1.0%	0.1%
28	NS(=O)(=O)c1ccc(CCNS(=O)(=O)c2ccc(Cl)s2)cc1	-7.0%	0.9%[50 µM]	.	i	47.6	.	-1.8	60	5.1%	.	.
29	Cc1cc(OCC(=O)NCc2ccccn2)cc(C)c1Br	-5.8%	0.4%	-7.5%	i	40.0	16.8%	2.4	67	4.9%	1.9%	-0.4%
30	CCOc1cccc(=O)c2c(C)n(CC(=O)c3ccccc3)c(C)c12	-8.3%	0.3%	-2.6%	i	47.5	6.2%	0.6	63	3.2%	6.4%	-0.3%
31	Cn1nccc1/C=N\NC(=O)c1ccc(Cl)cc1	-5.9%	0.1%	-1.3%	i	8.3	8.2%	1.2	62	4.1%	2.6%	0.0%
32	O=C(NCc1ccco1)c1cccc(S(=O)(=O)N2CCCCC2)c1	1.3%	2.7%[50 µM]	8.6%	i	41.2	2.9%	0.7	69	12.0%	2.3%	-0.3%
33	O=c1c2cc(Cl)ccc2[nH]c(=S)n1Cc1ccco1	-5.6%	1.0%	10.9%	i	29.2	0.7%	5.4	54	3.5%	-2.4%	0.6%
34	COc1cccc(NC(=O)CN(C)CC(=O)Nc2ccc(Cl)cc2[N+](=O)[O-])c1	-6.0%	0.0%	-3.1%	i	27.3	-5.8%	0.8	74	5.7%	6.0%	-1.2%
35	N/C(Cc1ccc([N+](=O)[O-])cc1)=N\OC(=O)c1ccc(Br)cc1	-6.5%	0.0%	-3.9%	i	20.3	6.8%	1.1	38	11.0%	1.3%	-0.8%
36	CC(C)c1ccc(NC2CCCN(C(=O)CCc3cn[nH]c3)C2)cc1 (centres undefined)	-1.9%	-0.2%	-0.9%	i	64.5	17.7%	0.5	71	11.8%	0.5%	-1.0%
37	COc1ccccc1C(=O)COC(=O)c1ccccc1O	3.7%	0.4%	-3.9%	i	23.0	10.3%	2.0	52	2.6%	0.0%	1.4%
38	Cc1ccc2[nH]c(C(=O)N/N=C/c3ccc([N+](=O)[O-])cc3)c(C)c2c1	-8.1%	-0.3%[50 µM]	-0.4%	i	12.9	2.2%	-0.8	92	5.6%	1.8%	2.0%
39	COc1cnn(-c2ccc(F)cc2)c(=O)c1Br	-2.9%	0.4%	-3.2%	i	52.2	5.4%	-1.0	38	5.2%	0.1%	0.4%
40	Cn1cc(C(=O)O)c(-c2ccc3c(c2)OCCCO3)n1	-0.9%	0.4%	-1.1%	i	32.5	8.6%	0.3	60	8.4%	1.3%	-0.3%
41	CN(C)S(=O)(=O)c1cccc(NC(=O)COC(=O)c2cc3ccccc3oc2=O)c1	-2.3%	0.1%	-4.4%	i	10.1	8.8%	-0.4	67	-6.8%	3.1%	0.3%
42	COc1ccc(CNC(=O)CNS(=O)(=O)c2cccc(C#N)c2)cc1OC	0.0%	2.2%[50 µM]	8.8%	i	18.2	0.2%	.	.	7.9%	0.5%	0.3%
43	Cc1cc(Oc2cc(NN3CCCCC3)c([N+](=O)[O-])cc2[N+](=O)[O-])c(C(=O)c2ccccc2)cc1Cl	-10.0%	-0.2%	7.5%	i	22.2	2.0%	-1.3	96	4.2%	1.5%	-0.1%
44	CC(=O)c1ccc(S(=O)(=O)N(C)CCCC(=O)NCc2ccc3c(c2)OCO3)cc1	7.2%	-0.1%[50 µM]	.	.	.	.	-1.5	65	-0.9%	.	.
45	CCc1ccc(NC(=O)C2(c3ccccc3)CC2(Cl)Cl)cc1 (centres undefined)	-5.1%	0.3%	-4.4%	i	34.9	2.2%	8.5	54	4.0%	14.5%	-0.6%
46	O=S(=O)(c1ccc(OCC(O)CN2CCN(c3ccc(F)cc3)CC2)cc1)N1CCOCC1 (centres undefined)	-4.2%	0.3%	-2.3%	i	36.3	1.3%	0.8	56	7.2%	2.8%	0.0%
47	O=C(O)CCC1COc2ccccc2O1 (centres undefined)	-0.8%	1.6%	-6.4%	i	6.2	1.0%	-1.2	64	3.8%	0.9%	0.2%

Shown with two lines to a compound: 2 of the compounds above
Order of values: Dengue-2 NS5 capping | UTI89 phage lysis | PhoP inhibition | T cell modulator | T cell modulator vesicle-bound % | Large T inhibition | NTR1 agonist | NTR1 agonist cell count 20 µM | MgcRacGAP inhibition | RSV CPE inhibition | West Nile virus CPE
2. CO/N=C(\C(=O)O)c1csc(NN=C(C)C)n1
    -1.5% | 0.0% | 3.5% | i | 52.6 | 19.9% | 1.1 | 33 | 0.8% | 0.1% | 0.8%
3. COC(=O)[C@@]12CCCCN1[C@H](c1ccc(-c3ccccc3)cc1)[C@H]1C(=O)N(C)C(=O)[C@H]12
    -4.8% | 3.0% | 7.8% | i | 24.6 | -0.3% | 2.6 | 52 | 4.2% | 1.4% | .
